FBW7 act = FBW7 E3 ligase activators, primary screen, biochemical, AlphaScreen, human | F-box/WD repeat-containing protein 7 (Homo sapiens), Q969H0 | AlphaScreen FBW7–phospho-cyclin E peptide binding, activator screen | normalized activity (activation), % at 26.1 µM | hit rate 0.13% among 650,000; in the data active means normalized activity above about 1.9%;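 further: purified mutant Fbw7 with reduced substrate affinity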
TEAD-YAP inh = TEAD-YAP interaction inhibition, primary screen, TEAD-YAP interaction inhibitor project, luminescence, HEK-TIYL cells; AID 1259422, 2018; hit rate 1.4% among 640,000; inhibition, % at 9.12 µM; TEAD-Gal4/YAP UAS-luciferase luminescence; in the data active means inhibition above about 32%;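 further: 0% = median of test compound wells and 100% = reference inhibitor wells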
GPR151 activ = activators of human GPR151, primary screen, cell-based, PathHunter beta-arrestin, luminescence; G-protein coupled receptor 151 (Homo sapiens), Q8TDV0; PathHunter beta-arrestin GPR151 cells; activation, % at 11.2 µM; hit rate 1% among 650,000; AID 1508602, 2020; in the data active means activation above about 4.9%;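 further: 0% = median of compound wells and 100% = cells with positive control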
Target sequence (Q8TDV0 whole entry, looked up): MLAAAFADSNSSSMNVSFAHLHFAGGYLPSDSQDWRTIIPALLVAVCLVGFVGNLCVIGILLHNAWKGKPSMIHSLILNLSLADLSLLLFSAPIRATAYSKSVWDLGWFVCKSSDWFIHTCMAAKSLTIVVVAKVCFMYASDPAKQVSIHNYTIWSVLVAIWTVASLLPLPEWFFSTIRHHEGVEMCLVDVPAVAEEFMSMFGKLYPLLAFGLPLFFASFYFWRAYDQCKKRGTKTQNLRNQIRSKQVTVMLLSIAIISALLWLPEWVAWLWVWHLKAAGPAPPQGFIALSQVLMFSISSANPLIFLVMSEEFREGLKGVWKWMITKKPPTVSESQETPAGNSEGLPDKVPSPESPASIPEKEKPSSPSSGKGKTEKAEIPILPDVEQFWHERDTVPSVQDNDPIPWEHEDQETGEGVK
MITF inh = MITF inhibitors, primary screen, biochemical, AlphaScreen, human; inhibition, % at 2.6 µM; hit rate 0.91% among 650,000; AlphaScreen MITF homodimerization, bead proximity signal; Microphthalmia-associated transcription factor (Homo sapiens), O75030; in the data active means inhibition above about 50%;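 further: 0% = vehicle wells with protein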
Target sequence (O75030 whole entry, looked up): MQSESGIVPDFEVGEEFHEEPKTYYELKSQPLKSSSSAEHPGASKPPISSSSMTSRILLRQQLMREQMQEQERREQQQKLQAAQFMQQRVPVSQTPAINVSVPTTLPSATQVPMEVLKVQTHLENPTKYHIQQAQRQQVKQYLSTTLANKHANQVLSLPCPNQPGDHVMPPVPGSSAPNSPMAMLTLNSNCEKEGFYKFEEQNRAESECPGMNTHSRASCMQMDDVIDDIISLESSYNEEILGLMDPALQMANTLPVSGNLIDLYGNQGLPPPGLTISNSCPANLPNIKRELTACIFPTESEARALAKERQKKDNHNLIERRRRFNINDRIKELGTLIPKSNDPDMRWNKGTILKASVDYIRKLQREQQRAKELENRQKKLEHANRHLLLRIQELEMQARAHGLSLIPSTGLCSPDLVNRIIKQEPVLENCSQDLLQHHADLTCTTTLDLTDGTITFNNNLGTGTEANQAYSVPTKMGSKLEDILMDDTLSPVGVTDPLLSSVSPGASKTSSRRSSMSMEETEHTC
Starred values were filed as active, the others as inactive. Hits appear at their usual frequency. About 3.5% of those tested had a hit in this group.

nr | structure | FBW7 act | TEAD-YAP inh | GPR151 activ | MITF inh
1 | S=C1N=C(Nc2ccccc2)C2(CCCCC2)N1c1ccc(Cl)cc1 | 0.0 | -7 | -0.5 | 0
2 | CCOc1ccc(NCC(=O)N/N=C/c2ccc([N+](=O)[O-])cc2)cc1 | 0.0 | 7 | -0.6 | 1
3 | COc1ccc(-c2nc(NCc3ccccc3)c3ncn(-c4ccsc4)c3n2)cc1 | 0.0 | -7 | -0.3 | -6
4 | Cc1ccc(C)c(Cc2c(C)nc3c(C(=O)NCCC4=CCCCC4)cnn3c2C)c1 | 0.0 | -4 | 0.8 | -1
5 | CCC(c1nnnn1Cc1ccccc1)N1CCN(C2CCCC2)CC1 (configuration not stated) | 0.0 | 3 | 0.0 | 6
6 | CC(C)(C)OC(=O)COc1nc(C(F)(F)F)ccc1NC(=O)c1ccccc1 | 0.4 | 0 | 0.8 | 4
7 | COc1nn(C)cc1C(=O)NCC(=O)NCCc1ccncc1 | 0.1 | 18 | 2.6 | -4
8 | Clc1ccc(-c2cn3c(n2)CCC3)cc1 | -0.1 | -73 | -2.0 | 13
9 | Cc1nc(SCC(=O)Nc2nnc(C)s2)c2c(C)c(C)sc2n1 | 0.3 | 1 | 0.2 | -12
10 | Cc1ccc(C)c(C(=O)Nc2nnc(-c3ccc(C)c(C)c3)o2)c1 | -0.2 | 15 | 2.2 | 2
11 | COc1ccc(Br)cc1C(=O)NC(=S)Nc1cccc(C)n1 | 0.0 | 7 | 2.8 | -7
12 | C=CCn1c(N/N=C/c2ccc(Br)cc2)nc2c1c(=O)[nH]c(=O)n2C | 1.0 | 5 | -0.4 | 14
13 | CCCCCOc1ccc(NC(=O)C(=O)NCCC2=CCCCC2)cc1 | 0.0 | 2 | 0.0 | -1
14 | O=C(NC1CCCCNC1=O)c1cccnc1Oc1ccc(Cl)cc1 (configuration not stated) | -0.1 | -1 | 0.9 | 2
15 | CCCCN(C)C(=O)c1cn(C)c2ccc(S(=O)(=O)N(C)C)cc2c1=O | 0.8 | -8 | -0.4 | 21
16 | Cc1nc(C)c(-c2ccc(SCC(=O)N3CCN(c4ccccc4)CC3)nn2)s1 | 0.0 | -11 | -0.1 | -2
17 | COC(=O)c1sc(NC(=O)c2cccc(OC)c2)c(C(=O)OC)c1C | -0.2 | -1 | -1.1 | 7
18 | CSc1nc2c(sc(=S)n2CCc2ccccc2)c(=O)n1Cc1ccco1 | 0.1 | 0 | -0.3 | 9
19 | Cc1ccccc1N1C(=O)C(Cl)=C(Nc2ccccc2)C1=O | -0.3 | 2 | 0.9 | 5
20 | Nc1ccc2nn(-c3ccc(Cl)cc3)nc2c1 | -0.1 | -48 | 0.4 | -19
21 | Cc1cc(C)c(S(=O)(=O)N(CCc2ccccc2)CC(=O)N2CCOCC2)c(C)c1 | -0.2 | -12 | -0.1 | 6
22 | COc1ccccc1NC(=O)c1cc(S(=O)(=O)N(C)C2CCCCC2)ccc1F | 0.1 | -19 | -1.8 | -3
23 | CC(C)CCN1CCNC(=O)C1CC(=O)NCCc1cccnc1 (configuration not stated) | -0.2 | -4 | -0.3 | -1
24 | COc1cc(/C=C2/C(=O)N(c3nc4ccccc4s3)N=C2CSc2ccc(Cl)cc2)ccc1O | 0.1 | 1 | 0.8 | 9
25 | CCOC(=O)C1CCC(CN(Cc2ccc(Cl)cc2)S(=O)(=O)c2ccc(Br)cc2)CC1 (configuration not stated) | 0.4 | -3 | 0.1 | -1
26 | CC(C)c1cccc(OCC(=O)Nc2ccc(S(=O)(=O)Nc3ccccn3)cc2)c1 | 0.1 | 6 | 0.5 | 11
27 | COC(=O)c1ccc(OC(=O)c2ccc(Cl)c(S(=O)(=O)N3CCCCC3)c2)cc1 | 0.4 | 3 | -2.0 | 14
28 | O=C(Cc1ccccc1)Nc1ccc(C(=O)NNC(=O)c2ccccc2)cc1 | -0.1 | -6 | -0.5 | -3
29 | OCC(O)CN1CCC(CO)(CCOc2ccccc2)CC1 (configuration not stated) | -0.1 | -4 | 1.0 | -13
30 | COc1ccccc1CNS(=O)(=O)c1cccc(S(=O)(=O)N2CCOCC2)c1 | 0.0 | 0 | -0.2 | 9
31 | O=C(N/N=C/c1ccc(F)cc1)C1C2CCCCC21 (configuration not stated) | 0.0 | -39 | -0.2 | 16
32 | CCCCNS(=O)(=O)c1ccc(S(=O)(=O)NCC(OC)OC)cc1 | -0.1 | -19 | 0.3 | -7
33 | Cc1ccc(S(=O)(=O)N2CCCCC2)c2nsnc12 | -0.2 | 9 | 0.3 | 6
34 | Cc1ccc(S(=O)(=O)N(C)c2ccc(C(=O)NC3CC4CCC3C4)cc2)cc1 (configuration not stated) | -0.1 | 3 | -2.3 | -10
35 | Cc1ccc(C)c(NC(=O)C(C)N2C(=O)c3cccc([N+](=O)[O-])c3C2=O)c1 (configuration not stated) | -0.1 | -3 | 0.2 | -15
36 | CCOc1ccc(N(CC)C(=O)c2cn(CC)c(=O)c3cc(OC)c(OC)cc23)cc1 | -0.1 | -6 | 0.0 | 18
37 | O=S1(=O)N=C(N(CCO)/N=C/c2cccc3ccccc23)c2ccccc21 | 0.6 | -5 | 0.0 | -9
38 | CC1CCN(C(=O)c2ccc(Br)o2)CC1 | 0.0 | -6 | -0.2 | -8
39 | COc1ccc(C)c2sc(N(CCCN3CCOCC3)C(=O)c3cccc(F)c3)nc12 | -0.2 | 6 | 0.0 | -4
40 | CCOC(=O)CN1C(=O)C(O)(CC(=O)c2ccc3c(c2)OCCO3)c2ccccc21 (configuration not stated) | 0.2 | 4 | -0.8 | 16
41 | Cc1nc2ccccc2n1C(=O)/C=C/c1cccs1 | 0.1 | -9 | -0.6 | 3
42 | Cc1cc(-c2ccc(C=O)o2)ccc1[N+](=O)[O-] | -0.2 | -19 | -0.1 | -9
43 | Cc1ccc(NC(=O)CN2CCC(C(N)=O)CC2)c([N+](=O)[O-])c1 | 0.2 | -12 | -0.7 | -2
44 | O=C1CCCCCN1CP(=O)(O)CCc1ccccc1 | 0.2 | 15 | 1.0 | 2
45 | COC(=O)c1c(NC(=O)C(C)C)sc(C(=O)Nc2cccc([N+](=O)[O-])c2)c1C | -0.1 | -75 | 0.7 | -1
46 | CCOC(=O)CSCC(=O)Nc1nc2ccccc2s1 | -0.2 | -7 | -3.7 | -3
47 | CCCCc1ccc(NC(=O)/C(=C\c2ccc(N(C)C)cc2)NC(=O)c2ccccc2Br)cc1 | 0.1 | -16 | 1.6 | -4
48 | COCCn1c(SCC(=O)c2ccc(OC)cc2)nc2cccnc21 | 0.1 | -1 | -0.5 | 7
49 | O=C1OCc2ccc(NC(=O)C3CCCCC3)cc21 | -0.2 | -5 | -0.6 | -12
50 | Cc1cc(N2C(=O)C3C4C=CC(CC4)C3C2=O)c([N+](=O)[O-])cc1C (configuration not stated) | -0.3 | 4 | 2.9 | 0

Filtered by structure, those above containing fluorine
nr | structure | FBW7 act | TEAD-YAP inh | GPR151 activ | MITF inh
6 | CC(C)(C)OC(=O)COc1nc(C(F)(F)F)ccc1NC(=O)c1ccccc1 | 0.4 | 0 | 0.8 | 4
22 | COc1ccccc1NC(=O)c1cc(S(=O)(=O)N(C)C2CCCCC2)ccc1F | 0.1 | -19 | -1.8 | -3
31 | O=C(N/N=C/c1ccc(F)cc1)C1C2CCCCC21 (configuration not stated) | 0.0 | -39 | -0.2 | 16
39 | COc1ccc(C)c2sc(N(CCCN3CCOCC3)C(=O)c3cccc(F)c3)nc12 | -0.2 | 6 | 0.0 | -4

A few values from the list.
GPR151 activ with #44 : 1.0
GPR151 activ with #34 : -2.3

Next section
nr | structure | FBW7 act | TEAD-YAP inh | GPR151 activ | MITF inh
51 | CN1CCN(c2ccccc2NC(=O)COc2ccc([N+](=O)[O-])cc2)CC1 | -0.1 | 5 | -0.5 | -3
52 | O=C(c1ccc(CNS(=O)(=O)c2ccc(F)cc2)cc1)N1CCC2(CC1)OCCO2 | -0.1 | 3 | -0.1 | 11
53 | CCCCc1nc(SCC(=O)Nc2cc(C)on2)c2c(=O)n(C)c(=O)n(C)c2n1 | 0.2 | 1 | -1.0 | -7
54 | COc1ccc(C(=O)Nc2ccc(C)cc2Br)cc1OC | 0.0 | -59 | -1.3 | -12
55 | CN(C)CCNC(=O)CCSCc1ccccc1F | 0.2 | -10 | 1.5 | 27
56 | COc1cccc(C(=O)N2CCN(S(=O)(=O)c3ccccc3)CC2)c1OC | 0.1 | 7 | 0.8 | -11
57 | Cc1ccc(S(=O)(=O)N2c3cccc4cccc(c34)S2(=O)=O)cc1 | 0.1 | -2 | 2.4 | 9
58 | COC(=O)C1=CNC=C(C(=O)OC)C1c1ccc(Cl)c(Cl)c1 | 0.2 | -3 | -1.9 | -2
59 | O=C(CN1CCCCC1)N1c2ccccc2Sc2ccc(Cl)cc21 | 0.0 | 2 | 1.5 | -6
60 | O=C1CC(c2ccc(F)cc2)c2cc3c(cc2N1)OCO3 (configuration not stated) | 0.0 | 11 | 3.4 | 14
61 | c1ccc(CNCc2cccc3ccccc23)nc1 | -0.8 | -44 | 4.4 | 9
62 | COC(=O)c1ccccc1NC(=O)C1=CC(c2ccco2)=NS(=O)(=O)N1C | 0.1 | -1 | -0.2 | 4
63 | COc1ccc(C2N(c3cccc(C)c3)CCN2c2cccc(C)c2)cc1Br | -0.1 | 0 | -1.7 | 2
64 | C/C(=N/Nc1cc(-n2nc(C)cc2C)nc(C)n1)c1ccc(I)cc1 | -0.2 | 2 | 0.6 | -5
65 | CC(C)(C)C(=O)c1sc2c(c1N)c(=O)[nH]c(=O)n2CC1CCCO1 (configuration not stated) | -0.1 | 0 | -0.9 | 5
66 | CN1CCc2c(sc3c2C(=O)NC(c2ccccn2)N3)C1 (configuration not stated) | -0.1 | -10 | 0.2 | 26
67 | COc1ccc(OC)c(N(CC(=O)NC(C)(C)CC(C)(C)C)S(=O)(=O)c2ccccc2)c1 | 0.0 | -11 | -1.7 | 13
68 | Cn1c(=O)c2c(nc(N3CCc4ccccc4C3)n2Cc2ccccc2Cl)n(C)c1=O | 0.1 | -3 | 0.2 | -19
69 | Cc1nc(S(=O)(=O)c2ccc(Cl)cc2)c(N2CCCCC2)o1 | 0.2 | 6 | 1.0 | -3
70 | Cc1c(N/C=C(/Cl)P(=O)(OC(C)C)OC(C)C)n(C)n(-c2ccccc2)c1=O | 0.2 | 5 | 0.5 | 19
71 | O=C(CSc1ncccn1)N/N=C/c1cccc(OC2CSC2)c1 | -0.1 | 2 | 0.5 | 0
72 | CCS(=O)(=O)c1ccc2c(c1)NC(=O)C(C)(C(=O)O)O2 (configuration not stated) | 0.3 | -6 | -0.7 | 8
73 | COc1cccc(-c2ncnn2-c2ccc(Cl)cc2)c1OC | 1.1 | -6 | 0.2 | 19
74 | O=C1NC2(CCN(C(=O)c3cnn4cccnc34)CC2)Oc2ccccc21 | 0.2 | -1 | 0.6 | 4
75 | Cc1cc(Cl)ccc1NC(=O)CN(c1cc(Cl)ccc1C)S(C)(=O)=O | 0.0 | 5 | 0.3 | -8
76 | Cc1cc2c(=O)n(Cc3ccco3)c(SCC(N)=O)nc2s1 | -0.2 | 17 | -0.8 | 6
77 | COc1ccccc1NC(=O)CN1C(=O)C(C)(C)Oc2ccc(C(=O)NC(C)C)cc21 | -0.1 | -6 | 0.3 | -7
78 | O=C(Cn1nnc(-c2ccccc2)n1)N/N=C/c1cc2c(cc1[N+](=O)[O-])OCO2 | 0.0 | 4 | 1.2 | 10
79 | O=C(COc1ccccc1P(=O)(O)O)N1CCOCC1 | -0.1 | 5 | -0.2 | 10
80 | COC(=O)/C(=C(/F)SC1CC(C(C)(C)C)CCC1=O)C(F)(F)F (configuration not stated) | 0.0 | 8 | 0.0 | 14
81 | CCCNc1nc(Nc2ccc(-n3ccnc3)cc2)nc(N(CC)CC)n1 | 0.0 | 5 | -0.2 | 6
82 | CCCCNC(=O)C(=O)Nc1ccc(CC)cc1 | 0.1 | -62 | -2.0 | -8
83 | CCOc1ccc(CC(=O)Nc2sc(C(=O)OC)c(C)c2C(=O)OC)cc1OCC | -0.1 | -5 | 0.2 | -4
84 | Cc1ccc(C2=NN(C(=O)C3CCCO3)C(c3ccco3)C2)cc1 (configuration not stated) | -0.1 | -3 | -0.7 | 19
85 | CCCCOc1ccc2c(-c3ccccc3)cc(=O)oc2c1 | 0.5 | 2 | -1.8 | 9
86 | COc1ccc(-c2c(-c3ccc(OC)cc3O)n[nH]c2C)cc1 | -0.1 | 0 | -0.1 | 11
87 | CC1CCCCN1c1nc2c(c(=O)n(C)c(=O)n2C)n1CC(=O)c1ccccc1 (configuration not stated) | 0.1 | -12 | 0.9 | -1
88 | O=C(/C=C/c1cccc(Br)c1)NCc1ccccc1 | 0.0 | -3 | 0.1 | 4
89 | N#Cc1ccc(-c2cnc3ccc(NCc4cccs4)nn23)cc1 | -0.1 | -5 | 2.0 | 7
90 | CC(=O)c1ccc(OCc2ccc(C#N)cc2)c(CSc2ncccn2)c1 | 0.1 | 9 | -0.8 | 15
91 | COc1ccc([N+](=O)[O-])cc1NC(=O)c1cccc(Cl)c1Cl | 0.0 | -10 | -1.5 | -3
92 | COC(=O)c1nnn(-c2ccccc2OC)c1C(=O)OC | 0.1 | 1 | 0.6 | 0
93 | O=c1oc2c3c(ccc2c2c1CCC2)OCN(c1ccc(F)cc1)C3 | 0.0 | 3 | 5.1* | 6
94 | CCn1c(=O)c2cc(C(=O)NCc3ccccn3)sc2c2ccccc21 | 0.2 | 2 | 1.3 | 4
95 | CN(C)c1ccc(CCNC(=O)c2c(F)cccc2F)cc1 | -0.3 | -9 | 1.6 | 9

Screens from PubChem BioAssay.
